# PLC-gamma1 inh: PLC-gamma1 (human) inhibition, primary screen; P19174; purified PLC-gamma1, fluorogenic substrate, fluorescence; inhibition, % at 12.2 µM; 370,000 compounds, 0.84% hits; in the data active means inhibition above about 9.5%
# ASAP1 inh: inhibitors of human ASAP1 ArfGAP activity; ASAP1-stimulated ARF1 GTP hydrolysis, GDP FP detection; inhibition, % at 16.5 µM; 360,000 compounds, 0.19% hits; AID 624377; in the data active means inhibition above about 25%;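 further: 0% = vehicle with enzyme and substrate and 100% = no enzyme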
# ADAM10 inh: inhibitors of human ADAM10. O14672. recombinant ADAM10, EDANS/DABCYL FRET peptide cleavage, 3 h. inhibition, % at 7 µM. 370,000 compounds, 0.62% hits. AID 720582;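 active means inhibition above a per-campaign cutoff equal to the mean of compounds falling between control-based bounds plus 3 SD, cut at about 20% in these data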;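 further: 0% = DMSO wells while the 100% control is not disclosed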
# Target sequence (O14672 214-748 limits assumed): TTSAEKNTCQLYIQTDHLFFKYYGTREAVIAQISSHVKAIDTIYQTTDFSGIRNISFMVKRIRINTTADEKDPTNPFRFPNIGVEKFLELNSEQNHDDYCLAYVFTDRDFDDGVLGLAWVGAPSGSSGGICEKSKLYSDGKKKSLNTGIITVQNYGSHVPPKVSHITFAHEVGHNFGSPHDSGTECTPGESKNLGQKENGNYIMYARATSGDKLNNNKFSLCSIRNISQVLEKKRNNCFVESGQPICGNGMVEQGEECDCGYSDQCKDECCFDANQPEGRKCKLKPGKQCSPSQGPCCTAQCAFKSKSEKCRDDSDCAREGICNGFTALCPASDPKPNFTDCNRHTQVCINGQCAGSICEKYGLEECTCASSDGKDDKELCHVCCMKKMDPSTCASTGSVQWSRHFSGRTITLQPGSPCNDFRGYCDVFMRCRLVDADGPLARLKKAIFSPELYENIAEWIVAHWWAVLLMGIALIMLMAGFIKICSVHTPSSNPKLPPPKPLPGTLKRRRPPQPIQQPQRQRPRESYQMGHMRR
# Tn7 DDE FP: DD(E)-Tn7 binding inhibition, primary FP screen; 370,000 compounds, 0.13% hits; inhibition, % at 8.3 µM; P02675; FP displacement of FITC-Tn7 peptide from fibrin DD(E); 0% = median of compound wells per plate;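 active means inhibition above the mean of compounds falling within the control limits plus 3 SD of them, cut at about 14% in these data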;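 further: 0% = plate median of compound wells and 100% = 10 µM Aha-Tn7 peptide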
#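 Also added: labelled Tn7 tracer, 0.1 µM; Assay system: human fibrin DD(E) protein; Amount: 2 µM fibrin DD(E); Schedule: 10 min compound pre-incubation, 3 h probe incubation at room temperature; Repeats: one replicate per compound; Read-out basis: percent inhibition; Measured by: fluorescence polarization of the labelled Tn7 tracer.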
# LEDGF integ inh: blocks HIV-1 LEDGF/p75-dependent DNA integration; inhibition, % at 3.7 µM; AID 743269; 370,000 compounds, 0.64% hits; TR-FRET IN-LEDGF/p75 DNA integration, Eu/Cy5;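 active means inhibition above the screen-wide mean plus 3 SD, cut at about 13% in these data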;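 further: signal is the Cy5 over europium emission ratio at 671 and 618 nm; 0% = plate median of compound wells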
# ADAM17 inh: inhibits human ADAM17. P78536. recombinant ADAM17, EDANS/DABCYL FRET peptide cleavage. inhibition, % at 6.95 µM. 370,000 compounds, 0.83% hits;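 active means inhibition above the mean of compounds lying between control limits plus 3 SD, set per campaign, cut at about 8.5% in these data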;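 further: 0% = DMSO-only wells as the low control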
# ARFGAP1 inh: rat ARFGAP1 inhibition | Q62848 | Arfgap1-stimulated ARF1 GTP hydrolysis, GDP FP detection | inhibition, % at 16.5 µM | 360,000 compounds, 0.26% hits | AID 651572;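 active means inhibition above a per-plate limit, mean inhibition of low control wells plus 3 SD, cut at about 25% in these data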;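 further: 0% = DMSO wells with enzyme and 100% = wells lacking Arfgap1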
# Target sequence (Q62848 1-136 limits assumed): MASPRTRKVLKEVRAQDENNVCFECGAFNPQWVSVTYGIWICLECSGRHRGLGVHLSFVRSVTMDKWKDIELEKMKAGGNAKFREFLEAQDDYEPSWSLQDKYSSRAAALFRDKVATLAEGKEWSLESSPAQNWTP
#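 Material: truncated rat Arfgap1 GAP domain; Incubation: compound-enzyme preincubation 20 min, reaction 120 min, detection 60 min, 25 °C; Read-out: percent inhibition of Arfgap1-stimulated GTP hydrolysis; Technique: FP, GDP Alexa 633 tracer displaced from anti-GDP antibody, 620/688 nm; Controls: No-Arfgap1 wells (100%) versus DMSO full-reaction wells (0%); Replication: single well per compound.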
# DDE Tn6 FP inh: disrupts Tn6 cyclic peptide binding to fibrin D-Dimer-E complex; Fibrin DD(E) TRITC-Tn6 fluorescence polarization displacement; inhibition, % at 8.3 µM; 370,000 compounds, 0.21% hits;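 active means inhibition above a per-campaign cutoff: mean of compounds within control limits plus 3 SD, cut at about 15% in these data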;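 further: 0% = median of all compound wells on the plate and 100% = blocking peptide control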
# TDP2 inh: blocks human TDP2 phosphodiesterase activity; inhibition, % at 12.8 µM; O95551; 370,000 compounds, 0.34% hits; recombinant TDP2, T5PNP hydrolysis, p-nitrophenol absorbance 415 nm;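 active means inhibition above the mean of all tested compounds plus 3 SD, set per campaign, cut at about 25% in these data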;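 further: 0% = DMSO with enzyme and 100% = buffer with substrate but no TDP2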
# Target sequence (O95551 whole entry, looked up): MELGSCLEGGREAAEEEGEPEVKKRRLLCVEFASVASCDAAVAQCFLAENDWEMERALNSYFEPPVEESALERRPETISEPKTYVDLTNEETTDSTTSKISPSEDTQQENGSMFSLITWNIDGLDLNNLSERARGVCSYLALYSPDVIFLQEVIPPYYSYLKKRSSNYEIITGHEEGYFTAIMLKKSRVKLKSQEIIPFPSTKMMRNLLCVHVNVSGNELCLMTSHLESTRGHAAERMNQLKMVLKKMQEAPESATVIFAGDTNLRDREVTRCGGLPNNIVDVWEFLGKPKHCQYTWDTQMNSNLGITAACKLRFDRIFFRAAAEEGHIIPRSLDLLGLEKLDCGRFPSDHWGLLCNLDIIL
#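 System – recombinant human TDP2 · Amount – 120 nM TDP2 per well · Buffer or medium – Mg2+-containing Tris-HCl buffer, pH 7.5 · Reagent – T5PNP substrate, 5 mM · Dosing – 12.8 µM single point, 1% DMSO · Incubation – 2 h at 37 °C · Measured by – epi absorbance · Read-out basis – percent inhibition · Benchmarks – high control without enzyme, low control DMSO plus TDP2 · Repeats – singlicate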
# KLK7 zymogen act: activates the human kallikrein-7 zymogen. P49862. purified proKLK7, EDANS-DABCYL substrate fluorescence; 100% is mature enzyme control, 0% vehicle. activation, % at 7 µM. 370,000 compounds, 0.9% hits. AID 652039;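 active means activation above the mean of all tested compounds plus 3 SD, computed per campaign excluding outliers beyond control limits, cut at about 13% in these data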
# Starred values were filed as active, the others as inactive; nt = not tested or not shown.
SMILES,PLC-gamma1 inh,ASAP1 inh,ADAM10 inh,Tn7 DDE FP,LEDGF integ inh,ADAM17 inh,ARFGAP1 inh,DDE Tn6 FP inh,TDP2 inh,KLK7 zymogen act
CCc1ccc(NC(=O)CN(c2ccccc2)S(=O)(=O)N(C)C)cc1,-1,-12,-11,-5,-10,0,4,3,0,0.2
CC(=O)Nc1cc(-c2cccc(F)c2)cn2c(-c3ccc(F)cc3)cnc12,-13,6,-22,8,-2,-6,-1,5,6,-4.1
Cc1ccc(CS(=O)(=O)c2nc3c(c(N(C)C)n2)CCCC3)cc1,3,11,2,-5,2,3,-4,1,-3,-0.8
Cc1cc(C)c2c(n1)sc1c(=O)n(Cc3ccccc3Cl)nnc12,5,12,4,10,1,-2,-9,0,11,-0.7
Clc1ccccc1CSc1nnc(/C=C/c2ccccc2)o1,0,5,3,-1,-1,1,8,-11,-9,0.1
COCOCCn1cc(CN2CCS(=O)(=O)N(Cc3ccc(-c4ccccc4)cc3)C(C(C)C)C2=O)nn1 (stereo not drawn),2,7,11,-6,1,2,3,1,-5,1.1
Cc1cccc(NC(=O)c2sc3nc(N4CCOCC4)c4c(c3c2N)CCCC4)c1,-174,-6,-92,9,0,-36,3,1,10,-49
O=C(OC1CCOC1=O)c1ccc(S(=O)(=O)N2CCCCCC2)cc1 (stereo not drawn),-2,-7,-1,-5,2,-1,6,8,10,0.5
Cc1ccc(NC(=O)CCC(=O)NNC(=S)Nc2ccccc2)c(C)c1,5,-15,10,-3,4,1,1,-1,-12,0.2
O=C(OCC(=O)c1ccco1)c1ccc2ncsc2c1,5,1,-4,3,7,-2,-4,6,-6,0.3
COc1cccc(-c2nn(-c3ccccc3)cc2CNC(C)Cn2cncn2)c1 (stereo not drawn),5,2,2,-10,2,2,3,3,10,0.2
CC(=O)CCn1cnc([N+](=O)[O-])n1,0,-6,-8,4,0,-6,5,0,0,-0.3

# Full records, quoted from the list.
# Shown for COc1cccc(-c2nn(-c3ccccc3)cc2CNC(C)Cn2cncn2)c1 (stereo not drawn) = PLC-gamma1 inh = 5; ASAP1 inh = 2; ADAM10 inh = 2; Tn7 DDE FP = -10; LEDGF integ inh = 2; ADAM17 inh = 2; ARFGAP1 inh = 3; DDE Tn6 FP inh = 3; TDP2 inh = 10; KLK7 zymogen act = 0.2
# Shown for O=C(OCC(=O)c1ccco1)c1ccc2ncsc2c1 = PLC-gamma1 inh = 5; ASAP1 inh = 1; ADAM10 inh = -4; Tn7 DDE FP = 3; LEDGF integ inh = 7; ADAM17 inh = -2; ARFGAP1 inh = -4; DDE Tn6 FP inh = 6; TDP2 inh = -6; KLK7 zymogen act = 0.3

# Going on with the list:
SMILES,PLC-gamma1 inh,ASAP1 inh,ADAM10 inh,Tn7 DDE FP,LEDGF integ inh,ADAM17 inh,ARFGAP1 inh,DDE Tn6 FP inh,TDP2 inh,KLK7 zymogen act
CC(C)(C)c1ccc(OCC(O)CN2CCc3ccccc3C2)cc1 (stereo not drawn),2,-8,3,-7,-1,1,3,-1,-10,0.2
O=C1Nc2ccccc2C1C(C[N+](=O)[O-])c1ccccn1 (stereo not drawn),-20,13,-54,5,-5,-28,13,0,12,-0.5
O=C(COc1ccc(Cl)cc1)Nc1nc(-c2ccncc2)cs1,0,-16,5,6,2,2,1,-4,12,0.3
O=C(NCCc1cn2ccccc2n1)c1ccccc1F,4,7,5,-3,2,-1,5,-8,-6,-0.3
CC(=O)CCc1ccc(OC(=O)c2cccnc2)cc1,4,5,-6,-2,-2,1,4,12,-14,-0.1
CCOc1ccccc1N(CC(=O)NCCSCc1ccco1)S(=O)(=O)c1ccccc1,-2,-8,8,3,-1,-2,-8,6,-5,-0.1
Cc1ccc(N(CC(=O)Nc2ccc3c(c2)OCCO3)S(C)(=O)=O)cc1,1,15,3,2,-1,-1,-12,-8,4,-0.3
CCOC(=O)NC(=O)CSc1nc(C)cc(C(F)(F)F)c1C#N,-38,-11,-9,9,-3,-5,-6,15*,14,2.3
O=C1N/C(=C/c2ccc(Br)cc2)C(O)=C1C=NCc1ccccc1,-4,7,5,0,-3,1,2,5,-7,0.1
CCOC(=O)N1CCN(C(=O)c2c(Cl)cnn2C)CC1,3,-3,-3,11,-3,-4,0,2,-15,-0.7
COC(=O)c1cc(-c2ccc(Br)cc2)c2c(=O)[nH]c(=O)n(C)c2n1,-1,-9,-58,0,2,-19,0,-3,-27,0.6
O=c1c2cc3cc(Cl)ccc3nc2ncn1CCc1ccc(O)cc1,-7,nt,-23,-2,6,-7,nt,-3,1,-0.6
Nc1ncnc2c1ncn2C1CCC(CO)C(O)C1 (stereo not drawn),2,-3,-3,0,-2,-4,16,-2,7,-0.3
Cc1ccc(C(=O)c2c(NC(=O)c3ccccc3C)sc(C)c2C)cc1,4,2,17,1,0,-1,8,-5,-19,0.7
COc1ccccc1N1C(=O)CC(N2CCc3ccccc32)C1=O (stereo not drawn),-4,-12,4,-4,0,-4,3,0,17,-0.1
O=C(O)c1cc(-c2ccccc2Cl)n(-c2cccc(Cl)c2)n1,-2,4,13,-2,5,-1,-7,-3,3,-0.1
O=C(NNc1cccc(Cl)n1)c1c(Cl)cccc1Cl,2,8,3,-5,5,0,-8,4,3,-0.5
CC(C)C[C@H]1COc2c(Cl)cccc2S(=O)(=O)N1Cc1cccc(Cl)c1,-1,-12,8,3,6,3,7,0,-6,-0.6
CCOC(=O)C1CCN(C(=O)COC(=O)CNS(=O)(=O)c2ccc(SC)c([N+](=O)[O-])c2)CC1,2,-2,-2,0,2,-2,-3,-3,-3,0.0
Cc1ccc(NS(=O)(=O)c2cc(C(=O)NCCCN(C)C)ccc2Cl)cc1Cl,-2,3,-3,5,0,2,-11,-11,6,-0.1
CNS(=O)(=O)c1cccc2nsnc12,1,-5,11,11,-1,-1,-1,0,6,0.0
CSc1ncc(Cl)c(C(=O)Nc2cc(C)ccc2C)n1,1,12,0,5,-2,-2,6,-1,5,-0.1
Cn1c(C2CCCCC2)nc2c1c(=O)[nH]c(=O)n2Cc1ccccc1,-2,8,-5,3,0,-2,-2,5,-15,0.8
O=C(Nc1ccc(Nc2ccccc2)cc1)c1c(Cl)cccc1Cl,1,-3,12,-5,-3,3,9,-7,5,0.1
CC(=O)NS(=O)(=O)c1ccc(NC(=S)NC(=O)c2ccco2)cc1,2,5,-6,-3,-1,-4,-3,-1,3,0.8
CC(C)[C@H](NC(=O)c1ccc([N+](=O)[O-])cc1Cl)C(=O)N1CCN(C/C=C/c2ccccc2)CC1,0,-6,-15,-4,-2,-1,-9,6,2,0.2
CCc1ccc(N2C=C(C(=O)OC)C(c3ccccc3F)C(C#N)=C2N)cc1 (stereo not drawn),-33,2,-9,-1,3,-1,10,-1,-1,-0.1
O=C(CC1SC(=Nc2ccccc2)N(Cc2ccccn2)C1=O)Nc1cccc(Cl)c1 (stereo not drawn),5,8,21*,2,3,9.6*,-3,-5,0,-0.1
Cc1ccc(CN2CCC(n3nccc3NC(=O)C3CCOC3)CC2)cc1C (stereo not drawn),2,-6,-6,5,-1,-5,-1,5,9,-0.4
CCC(=O)N(Cc1cc2cccc(C)c2[nH]c1=O)c1ccccc1OC,7,12,-17,-1,1,-6,12,2,-2,0.2
C=CCn1c(=O)/c(=C/c2ccsc2)s/c1=C(\C#N)C(=O)NCCN1CCOCC1,-1,-8,-13,-5,-3,-5,4,3,-4,0.6
CCc1cc(=O)oc2cc(C)cc(OCC(=O)NCCN3CCOCC3)c12,-178,2,-326,-7,-6,-120,5,-7,-5,8.6
O=C(CSc1nc2ccccc2c(=O)n1CCCN1CCOCC1)N1CCN(c2ccccc2)CC1,-1,-3,-7,3,-3,-6,5,-3,-10,0.0
O=C(NCCN1C(=O)S/C(=C\c2ccc(Cl)c([N+](=O)[O-])c2)C1=O)C1=COCCO1,2,-3,5,-5,1,1,-1,-4,13,-0.2
COC(=O)[C@@]1(Cc2ccccc2)[C@H]2C(=O)N(Cc3ccccc3)C(=O)[C@H]2[C@H]2CN=C(SCc3ccc(Cl)cc3)N21,2,13,-2,2,-4,2,-3,0,0,0.6
O=C1CCN(Cc2ccc(Cl)cc2)N1,-10,-14,-2,3,-2,-7,-6,-3,-1,0.2
O=C(O)c1ccccc1-c1ccccc1C(=O)Nc1ccccc1,0,-1,-6,0,-7,1,8,8,0,0.3
COc1ccc(NC(=O)C(C)N(C)Cc2ccc3ccccc3c2)cc1 (stereo not drawn),-2,-9,6,1,-1,1,4,-3,6,0.3
CC1(C)OC(=O)C2=C(C[C@@H](CCc3ccccc3)O[C@@H]2c2ccc(Cl)cc2)O1,-2,-9,5,7,-2,0,3,5,-2,0.6
O=S(=O)(NC1CC1)c1ccc(S(=O)(=O)N2CCN3CCCC3C2)cc1 (stereo not drawn),2,-17,-4,4,-3,-2,-4,7,3,0.6
COc1ccccc1/C=N/n1nnnc1N,2,-5,-7,3,-4,-8,-7,3,1,-0.7
O=C(OCC(=O)N1CCN(C(=O)c2ccco2)CC1)c1sc2cc(F)ccc2c1Cl,2,1,-10,0,-3,0,11,-10,-20,-0.9
CC(CN1CCCCC1)OC(=O)CCc1ccccc1 (stereo not drawn),-1,-3,6,-3,2,0,-2,4,6,-0.4
CC1(C)NC(=O)N(CC(O)CN(Cc2ccccc2)Cc2ccccc2)C1=O (stereo not drawn),4,10,-2,1,2,-3,-3,-4,6,-1.0
CCc1cccc(N(C(=O)c2csnn2)C(C(=O)NC2CCCCC2)c2cccnc2)c1 (stereo not drawn),-4,3,5,4,-2,-3,-7,-1,-1,0.4
O=C(CN1C(=O)/C(=C/c2ccccc2F)Sc2ccccc21)NCCCN1CCOCC1,-10,-3,6,2,4,1,6,-2,6,-0.1
Cc1cc(C)nc(NC(N)=NCCc2ccccc2)n1,1,-3,-11,-4,-1,-3,3,2,-2,-0.6
O=[N+]([O-])c1ccc(Nc2nc(N/N=C/c3cccc(F)c3)nc(N3CCCC3)n2)cc1,2,7,6,-4,-1,0,6,0,-21,-0.7
Clc1ccc2nc(-c3ccco3)c(Cc3ccsc3)n2c1,-29,-5,-25,5,11,-9,-26,2,3,-1.8
O=C(c1ccncc1)c1nccn1-c1ccccn1,-3,13,-7,-6,-2,-1,-4,-3,5,-0.4
NC(=O)C1CCCN(C(=O)c2ccc(S(=O)(=O)N3CCCCCC3)cc2)C1 (stereo not drawn),3,11,-4,-7,3,-2,-2,0,-4,0.7

# Source: PubChem
